# M4 antag: antagonists of human muscarinic M4 receptor (CHRM4); AID 624125; 360,000 tested, 0.73% active; CHO-hM4 cells, ACh EC80, Fluo-8 calcium fluorescence; inhibition, % at 3 µM; P08173;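 active = inhibition above its plate's cutoff, the mean inhibition of sample wells plus 3 SD, cut at about 27% in these data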;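 also: 0% = acetylcholine EC80 with DMSO and 100% = DMSO without agonist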
# M4 ag: CHRM4 agonism in calcium assay; P08173; CHO-K1 hM4/Gqi5, Fluo-8 calcium fluorescence; vehicle 0%, full acetylcholine response 100%; activation, % at 3 µM; 360,000 tested, 0.14% active;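 active = activation above the run mean over all test wells plus 3 SD, cut at about 32% in these data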;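 also: peak over basal fluorescence ratio per well then scaled between controls; 0% = DMSO wells and 100% = acetylcholine at EC100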
# CHO-K1 Ca antag: counter-screen for M1 antagonists: effect in parental CHO-K1 cells | ATP-induced calcium, Fluo-8 fluorescence | inhibition, % at 3 µM | 360,000 tested, 0.6% active;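 active = inhibition above a per-plate cutoff, the plate's mean sample inhibition plus 3 SD, cut at about 24% in these data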;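 also: 0% = DMSO plus EC80 ATP and 100% = DMSO alone without ATP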
# CHO parental Ca: counter-screen for OX1R antagonists: effect in parental CHO cells; parental CHO-K1, ATP-induced calcium, Fluo-8 fluorescence; inhibition, % at 5.6 µM; 330,000 tested, 0.63% active;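 active = inhibition above that plate's mean sample inhibition plus 3 SD, cut at about 26% in these data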;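 also: 0% = ATP-challenged DMSO wells and 100% = DMSO wells without ATP; some compounds past the cut are filed as inactive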
#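 Measured by: calcium-sensitive Fluo-8 fluorescence / Test system: CHO parental line / Controls: ATP-challenged DMSO wells low, unchallenged DMSO wells high / Measure: % inhibition / Compound: single nominal dose of 5.6 µM per compound / Replicates: single well per compound, no replicates / Reagent: ATP as calcium-mobilizing challenge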
# M1 antag: blocks human M1 muscarinic receptor; P11229; CHO-K1 hM1, Fluo-8 calcium fluorescence, ACh EC80 antagonist; inhibition, % at 3 µM; 360,000 tested, 1.3% active; AID 588852;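 active = percent inhibition above its own plate's cutoff, namely the mean of that plate's compound wells plus 3 SD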;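 also: peak over basal fluorescence ratio during 140 s after agonist addition; 0% = ACh EC80 plus DMSO and 100% = DMSO alone without agonist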
# Target sequence (P11229 whole entry, looked up): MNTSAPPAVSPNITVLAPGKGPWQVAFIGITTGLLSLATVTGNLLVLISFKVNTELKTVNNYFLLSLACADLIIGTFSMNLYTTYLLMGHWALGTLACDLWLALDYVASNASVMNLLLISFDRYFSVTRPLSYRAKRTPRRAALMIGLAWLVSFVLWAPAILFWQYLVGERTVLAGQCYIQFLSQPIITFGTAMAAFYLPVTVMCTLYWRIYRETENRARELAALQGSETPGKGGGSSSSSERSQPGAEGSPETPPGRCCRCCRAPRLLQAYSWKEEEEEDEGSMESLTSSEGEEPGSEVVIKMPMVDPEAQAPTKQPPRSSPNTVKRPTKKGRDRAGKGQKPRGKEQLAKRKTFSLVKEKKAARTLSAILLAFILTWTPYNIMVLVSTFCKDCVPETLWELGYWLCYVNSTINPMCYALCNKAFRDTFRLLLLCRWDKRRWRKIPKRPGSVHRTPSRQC
# CHO-K1 Ca ag: M1 agonist counterscreen hit in parental CHO-K1 cells; Fluo-8 calcium fluorescence; scaled to maximal ATP response, vehicle zero; activation, % at 3 µM; 360,000 tested, 0.48% active; in the data active = activation above about 15%;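 also: untransfected CHO-K1 host cells lacking M1 receptor as counterscreen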
# OXTR potentiator: potentiates the human oxytocin receptor response | activation, % at 3 µM | CHO-OTR cells, Fluo-8 calcium fluorescence, potentiator mode; 0% = oxytocin EC15, 100% = EC100 | 320,000 tested, 0.061% active | P30559;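 active = activation above that plate's cutoff, the mean activation of tested compounds plus 3 SD, cut at about 6.6% in these data, passing the limit was not always enough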;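 also: 100% uses oxytocin at 75 nM as the full agonist control; some results filed as inactive read as strong as hits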
# Target sequence (P30559 whole entry, looked up): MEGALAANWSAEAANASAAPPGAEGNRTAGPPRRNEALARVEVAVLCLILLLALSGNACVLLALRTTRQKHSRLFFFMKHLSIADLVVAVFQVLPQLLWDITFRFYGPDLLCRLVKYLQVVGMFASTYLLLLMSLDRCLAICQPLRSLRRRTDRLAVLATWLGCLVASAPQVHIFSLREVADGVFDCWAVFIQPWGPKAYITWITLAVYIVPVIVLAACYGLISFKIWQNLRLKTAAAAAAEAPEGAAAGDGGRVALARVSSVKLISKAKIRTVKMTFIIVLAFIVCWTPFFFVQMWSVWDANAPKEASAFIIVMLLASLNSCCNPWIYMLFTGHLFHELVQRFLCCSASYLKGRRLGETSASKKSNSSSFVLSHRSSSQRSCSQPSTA
#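 Assay system: CHO cell line stably expressing human OTR | Also added: Oxytocin at about EC15, sub-maximal agonist stimulus | Times: Compound 6 min at room temperature before oxytocin, 100 s read | Measured by: Fluo-8 intracellular calcium fluorescence, ex 470-495, em 515-575 nm | Controls: EC15 oxytocin alone as 0%, 75 nM oxytocin as 100%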
# CHRM1 agonist: agonists of human M1 muscarinic receptor. P11229. CHO-K1 hM1, Fluo-8 calcium fluorescence, agonist mode; 0% DMSO, 100% acetylcholine EC100. activation, % at 3 µM. 360,000 tested, 0.33% active;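 active = activation above the run's mean compound activation plus 3 SD, cut at about 16% in these data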;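 also: peak over basal fluorescence ratio within a 140 s kinetic read after compound addition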
# M1 PAM: positive allosteric modulators of human M1 muscarinic receptor | P11229 | AID 588819 | CHO-K1 hM1, Fluo-8 calcium fluorescence, ACh EC20; 0% = ACh EC20, 100% = maximal ACh | 360,000 tested, 0.088% active | activation, % at 3 µM; in the data active = activation above about 19%, passing the limit was not always enough
# Numbers without * were called inactive; . = no result given.
Structure	M4 antag	M4 ag	CHO-K1 Ca antag	CHO parental Ca	M1 antag	CHO-K1 Ca ag	OXTR potentiator	CHRM1 agonist	M1 PAM
COCCN(C(=O)CCC(=O)Nc1ccccn1)C(C(=O)NCCC(C)C)c1ccc(OC)cc1 (stereo not given)	-1	1	-17	-18	-29	-0.3	-6	-2	11
OC(C#CCN1CCCC1)c1ccccc1 (stereo not given)	8	1	1	-7	17	-0.1	-1	-12	-20
Cc1cc(C)c2sc(N(CCCN(C)C)C(=O)c3ccc(S(=O)(=O)N4CCc5ccccc5C4)cc3)nc2c1	2	6	-6	-15	5	5.9	-13	-6	1
O=C(c1cccs1)N1CCCc2ccccc21	3	0	-31	-8	1	-0.4	-6	-7	5
CCc1nnc(NC(=O)CSc2nc3ccc(OC)cc3[nH]2)s1	-2	1	-3	-9	-3	-0.1	4	-6	2
C[N+]1(C)CC2=Cc3ccccc3CC2C1 (stereo not given)	2	1	3	-8	15	-0.1	-3	2	-11
COc1ccc(NCc2nnc(SCC(=O)c3ccc(C)cc3)o2)cc1	-6	2	-6	-25	-1	-0.2	-7	-1	-2
COc1ccc(S(=O)(=O)N(Cc2ccccc2)c2ccccc2C(=O)Nc2ccccc2C(=O)NCc2ccco2)cc1	-4	2	8	-10	-7	0.1	-14	-5	5
O=C(O)CCC(=O)Nc1ccc(-c2nnc(-c3ccco3)o2)cc1	-8	1	-5	-7	-12	0.1	-5	-1	6
Cc1nc(Oc2ccc(Cl)cc2)c2oc3ccccc3c2n1	0	0	-4	-11	-8	0.2	3	-4	5
Cc1ccc(NC(=O)C(C)Sc2nc3nc(C)cc(C)n3n2)cc1 (stereo not given)	12	0	-14	-4	-5	0.7	0	-4	7
Cc1cc(C(=O)COC(=O)CC2Sc3ccccc3NC2=O)c(C)n1-c1ccc(Br)cc1 (stereo not given)	2	1	18	-19	4	-0.2	-7	3	2
CN(C)Cc1ccccc1Sc1cccc2ccccc12	-1	2	-16	-13	-3	1.3	-2	-11	0
N#Cc1c(Nc2ccccc2)c(C=O)c[nH]c1=O	2	1	-2	-9	-16	0.4	0	-2	12
CC1(C)Cc2nc3oc4c(NCCCN5CCOCC5)ncnc4c3cc2CO1	-4	0	-6	-9	-11	0.3	-2	-2	6
CCCCC[C@H](C)N1C[C@H](COCc2ccccc2)Oc2cc(N3CCC[C@@H]3CO)ccc2S1(=O)=O	-2	0	-14	.	.	0.8	.	.	.
COC(=O)c1cccc([N+](=O)[O-])c1CS(=O)(=O)c1ccc(C)cc1	4	2	-21	-6	-4	2.2	-15	-3	2
CC1=C(C(=O)OCc2ccccc2)C(/C=C/c2ccccc2)N2C(=O)CCSC2=N1 (stereo not given)	-12	0	-7	-33	-9	-0.5	-8	-4	7
N#C/C(=C\c1c(Cl)cccc1Cl)c1nc2ccccc2o1	5	-1	3	-7	5	1.2	-1	-8	2
O=C(NNC(=O)c1ccc(F)c(S(=O)(=O)N2CCOCC2)c1)c1ccc(Br)cc1	-7	2	-13	-20	-3	1.4	-5	-1	2
CCc1nc(C#N)c(N2CCOCC2)o1	0	1	-5	-3	0	0.5	-4	-7	4
CC(=O)N1CCOc2ccc(S(=O)(=O)N(C)c3ccc(C)cc3)cc21	29*	6	-5	-15	8	3.8	-7	-3	-7
Cc1cc(O)ccc1NC1=CC(=O)CC(C)(C)C1	3	0	-5	-11	-3	0.7	1	-7	3
C[C@H](CO)N1C[C@H](C)[C@@H](CN(C)Cc2ccc(F)cc2)Oc2ncc(Br)cc2C1=O	8	1	-5	.	-13	0.5	.	-11	-2
O=C(NC12CC3CC(CC(C3)C1)C2)C1CC(=O)N(c2ccc(Br)cc2)C1 (stereo not given)	-2	1	-7	-18	-6	-0.2	-1	-2	4

# In a second layout: results already given
# Value order – M4 antag | M4 ag | CHO-K1 Ca antag | CHO parental Ca | M1 antag | CHO-K1 Ca ag | OXTR potentiator | CHRM1 agonist | M1 PAM
COCCN(C(=O)CCC(=O)Nc1ccccn1)C(C(=O)NCCC(C)C)c1ccc(OC)cc1 (stereo not given)
  -1 | 1 | -17 | -18 | -29 | -0.3 | -6 | -2 | 11
OC(C#CCN1CCCC1)c1ccccc1 (stereo not given)
  8 | 1 | 1 | -7 | 17 | -0.1 | -1 | -12 | -20
Cc1cc(C)c2sc(N(CCCN(C)C)C(=O)c3ccc(S(=O)(=O)N4CCc5ccccc5C4)cc3)nc2c1
  2 | 6 | -6 | -15 | 5 | 5.9 | -13 | -6 | 1
O=C(c1cccs1)N1CCCc2ccccc21
  3 | 0 | -31 | -8 | 1 | -0.4 | -6 | -7 | 5
CCc1nnc(NC(=O)CSc2nc3ccc(OC)cc3[nH]2)s1
  -2 | 1 | -3 | -9 | -3 | -0.1 | 4 | -6 | 2
C[N+]1(C)CC2=Cc3ccccc3CC2C1 (stereo not given)
  2 | 1 | 3 | -8 | 15 | -0.1 | -3 | 2 | -11
COc1ccc(NCc2nnc(SCC(=O)c3ccc(C)cc3)o2)cc1
  -6 | 2 | -6 | -25 | -1 | -0.2 | -7 | -1 | -2
COc1ccc(S(=O)(=O)N(Cc2ccccc2)c2ccccc2C(=O)Nc2ccccc2C(=O)NCc2ccco2)cc1
  -4 | 2 | 8 | -10 | -7 | 0.1 | -14 | -5 | 5
O=C(O)CCC(=O)Nc1ccc(-c2nnc(-c3ccco3)o2)cc1
  -8 | 1 | -5 | -7 | -12 | 0.1 | -5 | -1 | 6
Cc1nc(Oc2ccc(Cl)cc2)c2oc3ccccc3c2n1
  0 | 0 | -4 | -11 | -8 | 0.2 | 3 | -4 | 5
Cc1ccc(NC(=O)C(C)Sc2nc3nc(C)cc(C)n3n2)cc1 (stereo not given)
  12 | 0 | -14 | -4 | -5 | 0.7 | 0 | -4 | 7
Cc1cc(C(=O)COC(=O)CC2Sc3ccccc3NC2=O)c(C)n1-c1ccc(Br)cc1 (stereo not given)
  2 | 1 | 18 | -19 | 4 | -0.2 | -7 | 3 | 2

# The listing continues:
Structure	M4 antag	M4 ag	CHO-K1 Ca antag	CHO parental Ca	M1 antag	CHO-K1 Ca ag	OXTR potentiator	CHRM1 agonist	M1 PAM
O=C1Nc2ccccc2S/C1=C/NCc1ccccc1Cl	-8	1	-16	-11	2	0.2	-4	-7	7
COc1ccc(Nc2nc(C)cc(C)c2C(N)=O)c(OC)c1	9	2	-9	16	0	2.4	4	-5	1
O=S1(=O)N=C(N2CCCC2)c2ccccc21	-2	1	-5	-12	-20	0.1	-6	-3	9
Cc1ccc(C(=O)/C=C/Nc2cccc([N+](=O)[O-])c2)o1	-6	2	5	-18	-3	0.4	5	-7	5
O=C(COC(=O)Cc1ccc(S(=O)(=O)N2CCOCC2)s1)NCc1ccc(Cl)cc1	1	4	20	2	-2	0.8	-3	-5	8
Cc1ccc(S(=O)(=O)N(C)c2ccc(NS(C)(=O)=O)cc2)cc1	-4	3	-4	-15	-11	1.8	-13	-1	4
O=C(CN1CCc2ccccc21)NC(=O)NC1CCCCC1	-2	1	-8	-20	-8	1.0	-11	-6	1
O=C(NCC(=O)N1CCC(N2CCCCC2)CC1)C1CCCCC1	-4	0	3	6	-5	0.6	1	-5	4
CC1CN(C2CCCCC2)c2nc3c(c(=O)[nH]c(=O)n3C)n2C1 (stereo not given)	12	0	0	-18	7	-0.6	-11	-6	-5
O=C(CC1c2ccccc2Oc2ccccc21)Nc1ccccc1F	-13	-2	-11	-3	-10	1.7	-6	-10	5
NS(=O)(=O)c1ccc(CCNC(=O)COC(=O)/C=C/c2cc(Br)ccc2F)cc1	0	8	3	-17	16	4.2	-4	1	-10
COc1ccccc1NC(=O)Cn1nnc(C(=O)Nc2ccccc2)c1N	-25	5	-21	4	-21	1.1	-8	-2	2
OCc1cn(-c2ccccc2)nc1-c1cccnc1	1	1	13	3	-9	0.3	0	3	8
O=C(COC(=O)c1nc(Cl)ccc1Cl)c1ccc(Cl)s1	6	0	-9	-16	-16	0.4	-8	-10	15
COc1ccc(C(=O)OCC(=O)NCc2ccco2)cc1OC	2	1	1	-5	-8	0.0	-4	2	8
CCc1nc2ccc(C(=O)NC3CCN(Cc4ccccc4)CC3)cn2c1N(C)Cc1ccc(N(C)C)cc1	-9	3	-3	.	-1	1.3	.	-9	-8
COC(=O)c1nn(-c2ccc(OC)cc2)c(=O)c2c(N)sc(C)c12	3	1	9	-12	2	0.1	0	-3	0
CCC(=O)N1CCc2cc(OC)c(OC)cc2C1COc1ccc(C(=O)OC)cc1 (stereo not given)	-6	7	-12	-7	0	4.2	-7	-2	-2
O=C(O)C1=C[C@H](c2coc3ccccc3c2=O)C[C@H](OCCCCO)O1	-3	1	-11	-5	-10	0.1	-10	-4	10
Cc1ccc(N2C(=O)C3C4C=CC(CNC(=S)Nc5ccc(F)cc5)(O4)C3C2=O)cc1 (stereo not given)	11	0	-18	-8	7	0.9	-10	-5	2
CC(C)(C)OC(=O)CNC(=O)c1[nH]cnc1C(=O)NCC(=O)OCc1ccccc1	20	26	15	-14	35*	9.6	-15	-2	-16
O=C(NCC(=O)N1CCC(Cc2ccccc2)CC1)c1ccccc1F	-2	2	-6	.	-15	1.5	.	-2	9
COc1ccc(CCNS(=O)(=O)c2ccc(Cl)s2)cc1OC	-12	3	-10	-1	-10	0.5	0	-2	-7
O=C(O)c1ccc2oc(SCC(=O)N3CCCCC3)nc2c1	-2	1	-17	0	12	0.4	1	-2	-1
Cc1cccc(NC(=O)CN2C(=O)N/C(=C/c3cc(C)n(C)c3C)C2=O)c1	-1	1	-9	.	-2	-0.2	.	-3	4
CCN(CC(=O)Nc1c(F)cccc1F)C(=O)c1ccc2c(=O)n3c(nc2c1)CCC3	-1	1	11	.	14	0.7	.	0	-2
CCN(CC1CCCO1)C(=O)CCc1nnc(Cc2ccc3c(c2)OCO3)o1 (stereo not given)	2	0	-13	-20	-9	1.0	2	-3	12
CC(=O)C1=C(C)NC(=O)NC1c1cccs1 (stereo not given)	2	-1	11	2	1	-0.2	-6	1	7
Cc1cccc(C(=O)OCC(=O)NC23CC4CC(CC(C4)C2)C3)c1O	11	2	-13	-10	-8	0.4	-9	-3	8
Cc1ccc2nc(NC(=O)c3ccco3)sc2c1	-1	3	0	8	-9	1.3	-12	-1	7
Cc1ccc(N(C(C)C(=O)N2CCOCC2)S(C)(=O)=O)cc1C (stereo not given)	0	1	0	-15	4	0.1	-4	-3	-3
COc1cc(C=O)ccc1OCC(=O)N1CCOCC1	1	0	-3	8	10	0.2	0	-3	-6
Cc1ccc(NS(=O)(=O)c2cccc(C(=O)NCC(c3ccco3)N3CCCCC3)c2)cc1 (stereo not given)	8	4	-3	-34	3	2.3	-7	-4	-6

# Bioassay records from PubChem.
